Scp1 inh = Scp-1 (human) phosphatase inhibition; Recombinant Scp1, phosphopeptide, malachite green phosphate absorbance; inhibition, % at 20 µM; 340,000 tested, 0.88% active; AID 493091;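 active = inhibition above about 50% at 20 µM, limit read from the data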;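 also: plate controls were DMSO wells with enzyme for no effect and wells lacking enzyme for full effect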
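Material – SCP-1 phosphatase catalytic domain, residues 76-261 · Buffer or medium – Acidic Tris acetate buffer with magnesium and detergent · Also added – Phospho 17-mer peptide substrate · Compound – single 20 µM dose, 1% DMSO · Times – 45 min room-temperature reaction, 5 min colour, 30 min stabiliser · Technique – Phosphate-binding colour reagent, absorbance read at 630 nm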
LMPTP block = LMPTP (human) inhibition | recombinant LMPTP-A, OMFP fluorogenic substrate, fluorescence intensity | inhibition, % at 20 µM | 360,000 tested, 0.22% active | AID 651560;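 active = compounds that cut the enzyme signal by at least half of the control window in the single-dose screen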;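 also: plate controls were DMSO wells with enzyme plus substrate for no effect and substrate without enzyme for full effect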
Target sequence (P24666 whole entry, looked up): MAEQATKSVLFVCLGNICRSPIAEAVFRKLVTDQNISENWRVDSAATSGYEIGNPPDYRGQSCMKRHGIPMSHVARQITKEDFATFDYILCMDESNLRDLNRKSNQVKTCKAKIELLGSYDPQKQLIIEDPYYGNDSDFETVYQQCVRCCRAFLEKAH
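Test system: LMPTP-A phosphatase enzyme. Amount: LMPTP-A at 0.625 nM final in the reaction. Reagent: OMFP substrate, 400 µM final. Times: 50 min at room temperature. Signal: endpoint fluorescence intensity from OMFP dephosphorylation. Read-out basis: % inhibition. Benchmarks: no-enzyme and uninhibited controls.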
bovine MsrA act = activators of bovine methionine sulfoxide reductase A. 360,000 tested, 0.3% active. activation, % at 10.6 µM. purified bovine MsrA, absorbance read-out; in the data active = activation above about 7.5%;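 also: 0% = vehicle and 100% = reference activator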
TbMetRS inhib = Trypanosoma brucei MetRS inhibition; inhibition, % at 11.9 µM; 360,000 tested, 0.4% active; AID 624268; purified T. brucei MetRS, ATP depletion, Kinase-Glo luminescence;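 active = inhibition above a per-plate cutoff of the control wells' mean inhibition plus 3 SD, cut at about 5.5% in these data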;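 also: 0% = DMSO wells median and 100% = median of wells with control inhibitor compound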
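Material: T. brucei methionyl-tRNA synthetase, purified; reagent: substrates ATP, L-methionine and bulk Escherichia coli tRNA; dosing: 11.9 µM single point; timing: 15 min plus 2 h at 25 °C; detection: luminescence of leftover ATP; evaluation: % inhibition; control set: DMSO-only wells as low control; replicates: singlicate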
SUMO1 PPI mod = alters human SUMO1 binding to SIM partners | SUMO1 binding to a labelled peptide, TR-FRET, 1 h | AID 602429 | 360,000 tested, 0.33% active | inhibition, % at 20 µM | P63165; in the data active = inhibition above about 37%
Target sequence (P63165 whole entry, looked up): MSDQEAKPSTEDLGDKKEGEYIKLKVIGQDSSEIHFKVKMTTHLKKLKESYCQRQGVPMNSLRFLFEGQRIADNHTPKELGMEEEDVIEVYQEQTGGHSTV
NRP1-CendR mod = NRP-1/CendR interaction modulation | O14786 | 360,000 tested, 0.85% active | AID 602438 | inhibition, % at 25 µM | FAM-RPARPAR peptide binding to NRP-1, fluorescence polarization;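 active = inhibition or corrected inhibition above about 18%, plus a signal ratio from 0.5 to 1.5, limit read from the data, passing the limit was not always enough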; also: strong numbers were not always called active
STEP inh = blocks human striatal-enriched tyrosine phosphatase; P54829; recombinant STEP, OMFP fluorogenic substrate, fluorescence; inhibition, % at 20 µM; 360,000 tested, 0.25% active; AID 588621;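 active = inhibition at 20 µM, scaled per plate between control wells, above about 37%, limit read from the data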;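 also: 0% = DMSO with enzyme and substrate and 100% = substrate only without enzyme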
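Test system: STEP tyrosine phosphatase / Reagent: OMFP at 25 µM / Doses: 20 µM, 1% DMSO / Read-out: percent inhibition scaled to no-enzyme and uninhibited-enzyme controls, plate-pattern corrected / Detection: FITC-channel fluorescence of OMFP product / Medium: Bis-Tris buffer pH 6.0, 2.5 mM DTT, 0.005% Tween 20 / Schedule: 20 min at room temperature, dark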
DNMT1 inh = blocks human DNA methyltransferase DNMT1; DNMT1 molecular beacon, Hinp1I cleavage, fluorescence; inhibition (reported as % activation of signal), % at 10 µM; AID 588458; 360,000 tested, 0.83% active; in the data active = inhibition above about 50%
eLon inh = inhibits E. coli Lon protease. purified E. coli Lon protease, fluorescence polarization. P0A9M0. inhibition, % at 7.94 µM. AID 602123. 360,000 tested, 0.42% active; in the data active = inhibition above about 13%, passing the limit was not always enough;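 also: 0% = enzyme with probe and DMSO and 100% = no enzyme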
Target sequence (P0A9M0 whole entry, looked up): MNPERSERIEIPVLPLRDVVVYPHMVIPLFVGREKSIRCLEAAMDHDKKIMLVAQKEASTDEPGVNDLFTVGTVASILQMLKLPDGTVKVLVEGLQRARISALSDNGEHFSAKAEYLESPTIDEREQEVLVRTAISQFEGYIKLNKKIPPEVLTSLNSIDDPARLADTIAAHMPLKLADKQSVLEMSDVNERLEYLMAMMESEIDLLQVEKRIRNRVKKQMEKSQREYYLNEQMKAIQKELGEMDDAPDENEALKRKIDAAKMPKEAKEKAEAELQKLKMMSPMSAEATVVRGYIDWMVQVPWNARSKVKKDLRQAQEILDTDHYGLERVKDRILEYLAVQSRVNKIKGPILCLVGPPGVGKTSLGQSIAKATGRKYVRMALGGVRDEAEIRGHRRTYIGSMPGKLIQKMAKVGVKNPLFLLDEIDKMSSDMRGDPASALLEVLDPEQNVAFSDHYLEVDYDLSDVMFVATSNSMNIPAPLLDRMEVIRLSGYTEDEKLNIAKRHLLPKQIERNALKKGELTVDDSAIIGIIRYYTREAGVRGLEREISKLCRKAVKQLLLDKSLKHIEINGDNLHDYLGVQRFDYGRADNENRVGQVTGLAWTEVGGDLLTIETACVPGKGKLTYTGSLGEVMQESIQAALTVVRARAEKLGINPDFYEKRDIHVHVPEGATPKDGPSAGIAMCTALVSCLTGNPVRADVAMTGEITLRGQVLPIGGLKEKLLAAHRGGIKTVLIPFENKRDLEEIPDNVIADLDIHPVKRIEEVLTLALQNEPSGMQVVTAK
MsrA inh = bovine MsrA inhibition; 360,000 tested, 0.75% active; AID 651718; inhibition, % at 15.5 µM; purified bovine MsrA, absorbance read-out; in the data active = inhibition above about 4.5%;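 also: 0% = vehicle wells with enzyme and 100% = reference inhibitor wells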
An asterisk follows results filed as active; x = no result given.

SMILES	Scp1 inh	LMPTP block	bovine MsrA act	TbMetRS inhib	SUMO1 PPI mod	NRP1-CendR mod	STEP inh	DNMT1 inh	eLon inh	MsrA inh
Cc1ccc(S(=O)(=O)N/N=C/c2ccc(OC3CSC3)cc2)cc1	-6	2.2	1	-1.2	0	12	2	-11	6	-0.2
COCCNC(=S)Nc1cc(OC)c(NC(=O)c2ccco2)cc1OC	-1	0.8	-1	-0.2	2	1	1	-2	2	3.4
CCCCNC(=O)c1cccc(S(=O)(=O)N2CC3(C)CC2CC(C)(C)C3)c1 (stereo not drawn)	-10	1.9	-1	-0.2	2	-5	3	4	-2	-0.2
O=S(=O)(c1c(F)cccc1F)N1CCN(Cc2c(O)ccc3ccccc23)CC1	0	0.2	-4	-0.5	-4	9	0	-4	-12	1.8
COc1ccc(S(=O)(=O)N2CCN(Cc3ccc4c(c3)OCO4)CC2)c2ccccc12	3	2.9	-4	2.0	22	-1	-1	-4	-1	-0.1
N#Cc1ccc(C(=O)NC23CC4CC(CC(C4)C2)C3)cc1	-9	-1.4	-2	-0.6	7	2	-2	-2	-2	0.8
O=S(=O)(Nc1cccc2nsnc12)c1ccccc1	-4	0.0	-1	-0.6	-10	9	0	-8	4	0.6
Nc1nnnn1/N=C/c1cccc(Br)c1	-1	-1.5	-4	0.2	-8	9	4	-1	-8	0.5
Cn1c(C(=O)NCc2ccccn2)cc2c(=O)n(C)c3ccccc3c21	0	-0.4	-3	-0.5	16	5	-2	1	-4	0.1
COc1ccc(-c2sc3ccc(OC)cc3c2C#Cc2cncn2C)cc1	6	3.3	-2	-0.1	3	-1	2	-30	-12	1.3

Structures from the list above with a halogen, in the order listed:
SMILES	Scp1 inh	LMPTP block	bovine MsrA act	TbMetRS inhib	SUMO1 PPI mod	NRP1-CendR mod	STEP inh	DNMT1 inh	eLon inh	MsrA inh
O=S(=O)(c1c(F)cccc1F)N1CCN(Cc2c(O)ccc3ccccc23)CC1	0	0.2	-4	-0.5	-4	9	0	-4	-12	1.8
Nc1nnnn1/N=C/c1cccc(Br)c1	-1	-1.5	-4	0.2	-8	9	4	-1	-8	0.5

(further entries)
SMILES	Scp1 inh	LMPTP block	bovine MsrA act	TbMetRS inhib	SUMO1 PPI mod	NRP1-CendR mod	STEP inh	DNMT1 inh	eLon inh	MsrA inh
COCCNc1nc(C)cc(-c2cc(-c3ccc(Cl)cc3)on2)n1	-8	1.5	3	-0.2	-4	2	0	-2	-1	-0.8
COc1ccc2c(-c3cc4ccc(OCc5ccc(F)cc5)cc4oc3=O)cc(=O)oc2c1	1	14	-4	0.4	1	-7	0	-12	-7	-0.5
O=C(CCl)N1N=C(c2ccco2)CC1c1ccco1 (stereo not drawn)	40	7.7	-14	-0.6	12	-10	16	87*	-16	1.0
C[C@H](CO)N1C[C@H](C)[C@@H](CN(C)Cc2ccc(C(=O)O)cc2)Oc2c(NC(=O)C3CC3)cccc2C1=O	-17	-1.1	7	-0.1	6	-11	-2	1	-8	0.8
CN(Cc1ccccc1)S(=O)(=O)c1ccc(NC(=S)NC(=O)C(C)(C)C)cc1	-14	1.5	-3	-0.3	-3	1	2	-1	-11	-0.4
O=C(N[C@@H]1CC[C@@H](CCn2cc(-c3ccccc3)nn2)O[C@@H]1CO)c1cnccn1	x	-0.9	x	-0.8	-5	6	x	x	x	0.2
O=C(COc1ccc2c3c(c(=O)oc2c1)CCCC3)NCCN1CCOCC1	-10	-2.4	-3	-0.1	3	24*	-2	0	0	x
Cc1ccc(-n2cc(-c3ccccc3)c3c(=O)[nH]cnc32)cc1	-5	0.1	-1	0.5	7	3	-1	-9	3	1.8
Oc1c(C=Nc2ccccc2)sc(=S)n1Cc1ccccc1	-8	4.0	-4	-0.4	-4	-25	2	-5	-24	0.0
CCCCCCCn1ccc(=N)cc1	2	0.0	-1	0.0	0	7	3	2	-6	-1.0
Cc1cc(Br)ccc1NC(=O)CN(C)C(=O)C1CCN(C(=O)c2ccc(Cl)cc2)CC1	-8	-10.0	-1	-0.1	-55	10	-6	-6	-3	-0.5
CCC(C)(C)n1nnnc1C(c1cc2cccc(C)c2[nH]c1=O)N1CCN(C(=O)c2ccco2)CC1 (stereo not drawn)	-6	-0.9	-3	-0.5	0	-2	4	-3	-3	3.3
CC1(C)CC(=O)C(C=NCC2CCN(C(=S)Nc3ccccc3)CC2)=C(O)C1	-4	-1.7	-4	-0.4	-1	5	0	2	15	0.0
CCOc1ccc(S(=O)(=O)N(C(=O)c2ccco2)c2cc3sc(=O)oc3c3ccccc23)cc1	-16	2.2	0	-0.2	6	-21	2	-9	4	2.9
NNC(=O)c1cc2sccc2s1	5	-0.7	-4	-0.9	-2	-7	-1	2	1	-0.5
COC(=O)c1nnn(-c2nc(N(C)C)nc(N(C)C)n2)c1C	-7	-1.0	-5	-0.8	4	-5	2	3	-1	0.5
CC(C)N1CCNCC1	-8	-7.2	-5	-0.2	22	10	3	-1	4	-0.8
O=C(Cc1ccccc1)NCc1ccc(F)cc1	-9	-2.0	1	0.0	1	7	-2	1	-1	1.5
CC(C)NC(=O)NC(=O)CSc1nnc(-c2c[nH]c3ccccc23)o1	0	0.1	-8	-0.8	-3	1	-3	-2	0	-0.3
O=C(c1ccc(C(F)(F)F)cc1)C1CCCN(C(=O)c2cnccn2)C1 (stereo not drawn)	-5	-0.5	-10	-1.5	0	2	-2	4	-5	-1.6
NC(=O)C1Cc2ccccc2CN1C(=O)c1cccc(Oc2ccccc2)c1 (stereo not drawn)	-10	-1.2	-2	0.5	-1	4	-3	-3	9	0.0
CCN1CCN(Cc2nc3c(c(=O)n(C)c(=O)n3C)n2CC(=O)c2ccccc2)CC1	2	3.4	-2	-0.5	8	-1	28	75*	-3	0.7
O=C(CC1SC2=NCCN2C1=O)Nc1ccc(Br)cc1 (stereo not drawn)	-4	-2.2	-1	-0.3	3	-8	1	-3	3	-1.3
COc1cc(OC)cc(C(=O)NC2CCSC2=O)c1 (stereo not drawn)	-6	-0.8	-15	-1.3	-4	-16	0	-1	6	0.4
O=C(CC1CCCC1)Nc1cc(C(F)(F)F)ccc1-n1cncn1	-8	-4.1	-1	-0.2	-5	-12	0	2	5	-0.3
COc1ccc(NC(=O)CCC(=O)OCc2ccc([N+](=O)[O-])cc2)cc1	6	-0.1	-9	-1.1	-13	2	-3	0	-6	0.5
O=C(N/N=C/c1ccccn1)c1cc(-c2ccc3ccccc3c2)n[nH]1	4	10	-2	1.0	6	-14	7	-11	5	0.5
Cc1occc1-c1nnc(SCC(=O)NC(=O)NC(C)C)n1N	0	0.2	-9	-0.5	-15	-7	1	-1	2	-0.3
O=C1C(Cl)=C(NC2CCCCC2)C(=O)N1c1ccc(Cl)cc1	-10	1.2	-2	0.5	0	0	4	3	-6	0.5
O=C(CN1C(=O)COc2ccc(S(=O)(=O)N3CCOCC3)cc21)NCc1ccccn1	3	3.2	-6	-1.2	-5	-83	0	1	-9	-0.1
CSc1nnc(C2CCCN2)n1C (stereo not drawn)	1	-2.2	-5	-0.5	25	-1	0	1	-3	-1.7
COCCNC(=O)CSc1nc2ccccc2c(=O)n1CCCC(=O)NCc1ccccc1	-4	-1.0	-2	-0.4	0	3	-2	-1	-5	-0.3
Cc1ccc(S(=O)(=O)n2cnc3cc([N+](=O)[O-])ccc32)c(C)c1C	-3	-0.4	-8	-0.5	-11	-3	1	2	-13	1.0
Cc1c(C(=O)NCc2cccs2)sc(=O)n1Cc1ccc(S(=O)(=O)N(C)C)cc1	x	-1.1	-1	0.1	-2	13	-1	1	-8	-0.5
COc1cc(S(=O)(=O)N(Cc2ccccc2)Cc2ccccn2)ccc1-n1cnnn1	0	-1.9	-3	0.0	-4	-3	-1	-1	8	0.3
CC(C)(O[C@@H]1O[C@H](CO)[C@@H](O)[C@H](O)[C@H]1O)[C@H]1Cc2cc3ccc(=O)oc3cc2O1	2	-0.4	-3	0.0	0	6	3	3	1	4.0
CCOC(=O)c1sc(N(Cc2ccccc2)C(=O)COC(=O)c2cnccn2)nc1C	-13	0.9	-3	0.4	3	-16	-2	-3	-3	-2.2
Oc1ccc(-c2csc(-c3cccnc3)n2)cc1O	32	5.3	-6	-0.5	-25	4	6	5	4	0.9
CC(/C=N/n1c(-c2ccco2)n[nH]c1=S)=C\c1ccccc1	3	1.4	-3	-0.2	-12	-2	-2	2	7	0.2
O=C(Nc1c(Cl)ccc2nsnc12)c1ccc([N+](=O)[O-])o1	3	-0.6	-3	-0.4	-24	8	-1	-2	-5	0.3
CC1C(=O)C(C)C(c2ccco2)NC1c1ccco1 (stereo not drawn)	-4	1.0	2	-0.3	0	9	0	3	24*	0.6
COc1ccc(NC(=O)CSc2nc(=O)n(CCN(C)C)c3c2CCCC3)cc1OC	3	0.3	-2	-0.1	0	-4	1	1	-11	2.2
O=C(NNC(=O)c1cccc(C(F)(F)F)c1)c1ccc(-n2cnnn2)cc1	2	-0.6	-4	0.0	0	16	-2	2	10	-0.1
Cc1c(C(=O)OC2CCCC2C)[nH]c2c1C(=O)CCC2 (stereo not drawn)	-4	0.1	0	2.6	2	-15	-2	-2	8	0.1
Cc1c(Br)c([N+](=O)[O-])nn1C(C)C(=O)NCc1cccnc1 (stereo not drawn)	3	-1.3	2	0.0	27	-10	-4	-3	-5	-0.5
CSc1ncnc2c1ncn2CCCNCc1cccs1	x	0.4	-5	-1.6	1	6	2	0	-4	0.1
O=C(O)C(Cc1c[nH]c2ccccc12)NS(=O)(=O)c1ccc(F)cc1 (stereo not drawn)	x	0.0	-1	0.8	4	-6	5	0	-22	0.8
O=C1c2ccccc2NC(c2ccc(F)cc2)N1Cc1ccccc1 (stereo not drawn)	-10	2.1	-1	-0.6	3	4	2	1	6	-0.6
O=C(O)c1ccc(S(=O)(=O)N(Cc2ccc(F)cc2)C2CCCCC2)cc1	1	-1.5	-6	-0.8	4	-10	0	5	-10	0.9
COc1cc(-c2nc(-c3ccc(NC(=O)c4ccc(Br)o4)cc3)no2)cc(OC)c1OC	-1	2.8	0	-0.3	0	-24	-2	-3	-20	0.9
